Source: PubChem BioAssay
ERK EGF inh – EGF-driven ERK pathway inhibition; AID 1454; actives 0.41% (n = 130,000); HEK293-V1b, EGF-stimulated phospho-ERK AlphaScreen; Potency, µM (top dose mostly 11.5 µM), without a hit: top-dose activity change, negative = inhibition, most hits filed as inhibitors; active means well fitted inhibition curve with a large enough effect; inconclusive means small, poorly fitted or top-dose-only effect, or effect the other way;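 further: plate controls were stimulated vehicle wells for no effect and unstimulated vehicle basal for full effect; nearly all actives have a fitted effect of over 55% in size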
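After overnight plating in 1% FBS, HEK293-V1b cells received test compound for half an hour, then a 5 min pulse of EGF (25 nM); ERK phosphorylation in lysates was read by bead-based AlphaScreen.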
Starred values were filed as active, the others as inactive; ? = inconclusive; & = joins results of further samples; [ ] = remark or other dose. Potency means the concentration at half of the fitted maximal effect.

SMILES	ERK EGF inh
Cc1cc(-c2cc(C(=O)NCc3ccccc3)on2)nc(NC2CCCC2)n1	1.9%[57.5 µM]
O=[N+]([O-])c1ccc(C[n+]2cccc3ccc4cccnc4c32)cc1	-2.2%
CCOC(=O)c1ccc(NC(=O)c2nc[nH]c2C(=O)NC)cc1	-6.1%[57.5 µM]
c1csc(C(c2nnnn2C2CCCCC2)N2CCN(c3nc4ccccc4s3)CC2)c1 (stereo not drawn)	-6.7%
CCOc1ccc(NC(=O)Nc2cc(C(C)C)c(O)cc2C)cc1	6.5%[57.5 µM]
CCCN=Cc1ccc(O)cc1	0.2%
CCCCOc1ccc(CC2CCC(=O)NC2=O)cc1 (stereo not drawn)	8.1%
CC(=O)c1c(C)[nH]c(C(=O)NCc2ccc(F)cc2)c1C	-5.1%
Cc1cccc(C)c1NC(=S)N1CC(C)OC(C)C1 (stereo not drawn)	-0.6%[57.5 µM]
O=C(NNC(=O)C1CC1c1ccccc1)c1cccc([N+](=O)[O-])c1 (stereo not drawn)	0.7%
O=C(CSc1ccsc1[N+](=O)[O-])N1CCN(c2ccc(Cl)cc2)CC1	1.0%
COc1ccc(CCn2c(C3CCCCC3)nc3c(c(=O)c4ccccc4n3C)c2=O)cc1OC	-2.4%[57.5 µM]
Cc1cccc(OCc2nnc(SCC(=O)Nc3cccc(C(=O)N4CCOCC4)c3)o2)c1C	11.0%
O=C(CSc1ccc(-c2ccccn2)nn1)c1ccc(F)cc1	6.7%
CCOc1cc2[nH]c(=O)n(CCCCC(=O)N3CCCCCC3)c(=O)c2cc1OCC	4.8%
C/C=C/c1ccc(OC(C)[C@@H](O)c2ccc(O)c(OC)c2)c(OC)c1 (stereo partly drawn)	4.7%
O=C(CNC1=NCCC1)c1ccc(Cl)cc1	-2.4%
COc1ccc(C2NC(=O)c3ccccc3O2)cc1OC (stereo not drawn)	7.3%
CC(C)Oc1ccc(Cn2c(=O)sc3ccccc32)cc1	-3.1%
Cc1cc(C(=O)NN=C2CCCCC2)c2ccccc2n1	-8.3%
O=C(Nc1cccc(F)c1)N1CCCC2(CCN(S(=O)(=O)c3ccccc3)CC2)C1	6.3%
Cc1ccc(S(=O)(=O)N2CCC(=O)N(C(COCc3ccccc3)Cc3ccccc3)CC2)cc1 (stereo not drawn)	3.2%
COc1ccc2oc(=O)c(-c3csc(Nc4ccc(O)cc4)n3)cc2c1	?
O=C1CCC(=O)N1CN(C(=O)c1ccco1)c1ccc(Cl)c(Cl)c1	3.1%[57.5 µM]
O=C(Nc1cccnc1)c1ccc(S(=O)(=O)c2ccccc2)cc1	-7.7%
Cc1ccc(C(=O)Nc2sc(C(=O)N(C)C)c(C)c2C#N)cc1	-3.4%
Cn1ccc(C(=O)OCC(=O)Nc2cccc3ccccc23)n1	-4.8%
CSc1ncccc1C(=O)OCC(=O)C(C)(C)C	-25.8%
Cc1cc(C)nc(SCC(=O)Nc2ncc(Cc3cccc(Cl)c3Cl)s2)n1	14.8%
Cn1cc(/C=N/NC(=O)c2cccc([N+](=O)[O-])c2)c2ccccc21	0.0%
O=C1C2C3C=CC(CC3)C2C(=O)N1c1ccc2c(c1)OCO2 (stereo not drawn)	-5.3%
CCc1ccc(NC2Nc3cc(C)nn3S2)cc1 (stereo not drawn)	2.5%
CCN(CC)C(=O)c1cc([N+](=O)[O-])cc2c1-c1ccc([N+](=O)[O-])cc1C2=C(C#N)C#N	?
C=CCN(c1ccc(C(=O)Nc2cc(C)cc(C)c2)cc1)S(C)(=O)=O	7.1%
COc1ccc(NC(=O)C2C3CC/C=C\CCC32)cc1 (stereo not drawn)	14.4%[57.5 µM]
Cc1cccc(OCC(=O)N/N=C2/SCC(=O)N2Cc2ccco2)c1	-0.2%
N#C/C(=C/c1ccc(C(=O)O)cc1)C(=O)Nc1ccccc1	-0.5%[57.5 µM]
Cc1nnc(NC(=O)CSc2n[nH]c(-c3ccccc3)n2)s1	-4.4%
O=C(CSc1nc2ccccc2s1)Nc1cc(S(=O)(=O)N2CCOCC2)ccc1Cl	8.5%
CN(Cc1ccon1)Cc1cn(Cc2ccccc2)nc1-c1ccc2c(c1)OCO2	-5.6%[57.5 µM]
COC(=O)[C@@]1(Cc2ccc(F)cc2)[C@H]2c3cc(C(=O)N(C)C)n(Cc4ccc(C)o4)c3C[C@H]2CN1C(=O)c1ccccc1	12.1%
Cc1cccc(N2CCN(C(=S)NCCc3ccccc3)CC2)c1C	4.1%
O=[N+]([O-])c1cccc(/C([O-])=C(/C(=S)Nc2cccc3ccccc23)[n+]2ccccc2)c1	22.4%
Cc1ccc(C)c(C(=O)OCC(=O)Nc2ccc(N3CCOCC3)cc2)c1	-3.7%
O=C(c1ccco1)N1CCN(CCCCOc2ccc(F)cc2)CC1	-11.2%
COc1cc(C(=O)NC(=S)N(C)Cc2ccccc2)cc(OC)c1OC	-2.4%
C/C(N)=C(/C#N)C(=O)COC(=O)CCCNC(=O)c1ccc(Cl)cc1	-5.1%
O=C(Nc1nc(-c2ccccn2)cs1)c1ccco1	9.2%

For reference, part of the list above:
SMILES	ERK EGF inh
Cc1ccc(C)c(C(=O)OCC(=O)Nc2ccc(N3CCOCC3)cc2)c1	-3.7%
O=C(c1ccco1)N1CCN(CCCCOc2ccc(F)cc2)CC1	-11.2%
COc1cc(C(=O)NC(=S)N(C)Cc2ccccc2)cc(OC)c1OC	-2.4%
C/C(N)=C(/C#N)C(=O)COC(=O)CCCNC(=O)c1ccc(Cl)cc1	-5.1%
O=C(Nc1nc(-c2ccccn2)cs1)c1ccco1	9.2%

Next part.
SMILES	ERK EGF inh
C/C(CC(=O)Nc1ccc(Cl)c(Cl)c1)=N\NC(=O)C(=O)N1CCCCC1	-9.2%
O=C(CO)N/N=C/c1cccc(Cl)c1Cl	10.2%
O=C(NCCCCc1ccccc1)C1CC(c2ccc(C(F)(F)F)cc2)=NO1 (stereo not drawn)	-2.0%[57.5 µM]
CC(=O)NC1=C(N(C)C2CCS(=O)(=O)C2)C(=O)c2ccccc2C1=O (stereo not drawn)	12.4%
CCOC(=O)c1cnn2c(C(F)F)cc(C3CC3)nc12	3.9%
O=S(=O)(/N=C(/NS(=O)(=O)c1ccccc1)c1ccccc1)c1ccccc1	-7.4%
Cc1c(Br)c([N+](=O)[O-])nn1CCCC(=O)Nc1sc2c(c1C(N)=O)CCC(C)C2 (stereo not drawn)	4.1%
O=C(O)c1cn(Cc2cccnc2)c(=O)c2ccccc12	1.9%
CCN(C(=O)CSc1nnc2ccccn12)c1c(N)n(Cc2ccccc2)c(=O)[nH]c1=O	11.8%
COc1cc(O)c(C(CC(=O)N2CCCC2)c2ccc3c(c2)OCO3)c(OC)c1 (stereo not drawn)	-7.5%[57.5 µM]
CCCn1c(C)nc2c(NC3CCCCC3)nc(C)nc21	-10.6%
CCO/N=C1\C(=O)N(c2ccccc2)c2ccccc21	0.9%
COc1ccc(NC(=O)c2ccc(COCC(F)(F)C(F)F)cc2)cc1	-3.7%
COc1ccc(OCc2n[nH]c(=S)n2N)cc1	1.7%
CCCCNC(=S)NCc1ccc2[nH]c(C)cc2c1	1.1%
C/C(=N\NC(=O)c1ccn(C)n1)c1cccc(NC(=O)c2ccc(C)s2)c1	1.7%
Cc1ccc(-n2[nH]c(C)c(C=Nc3ccc(S(=O)(=O)Nc4nccs4)cc3)c2=O)cc1C	-4.0%
COc1ccc(-c2csc(-c3[nH]cnc3N)n2)cc1	2.9%
CC(C)C(NC(N)=O)C(=O)NC1CCCCC1 (stereo not drawn)	1.9%
O=C(CCc1ccc(S(=O)(=O)N2CCOCC2)cc1)N/N=C/c1ccc(F)cc1F	3.9%
CCn1c(SCC(=O)Nc2cc(C)on2)nc2sc3c(c2c1=O)CCCC3	4.5%
CC1CCCN(c2ccc(F)cc2N)C1 (stereo not drawn)	5.3%
CC1SC(C)C(=O)N(CC(=O)NC2CCCCC2)C1=O (stereo not drawn)	5.1%
C=CCNC(=O)/C(C#N)=C/c1ccc2c(c1)OCCO2	?
COC(=O)[C@@]1(Cc2ccc(OC)cc2)[C@@H]2C(=CC(=O)[C@H]2CC(=O)C(=O)N2CCCC2)CN1C(=O)c1ccccc1	-5.5%&3.3%
CC(C)(C)NNC(=S)Nc1cccc(C(F)(F)F)c1	-7.9%[57.5 µM]
O=C(O)c1cccnc1	-4.2%[57.5 µM]
CC(=O)NS(=O)(=O)c1ccc(NC(=O)CSc2ccc(C)cc2)cc1	-1.3%
COc1ccccc1/C=C/C(=O)Nc1ccc2c(c1)CCC2	1.6%
CC(Sc1nc(-c2ccccc2)cs1)C(=O)Nc1ccc(Cl)cn1 (stereo not drawn)	-3.4%
COC(=O)N1CCC2(CCN(Cc3ccc(C#N)cc3)CC2)CC1	?
COc1ccccc1NS(=O)(=O)c1cc(NC(=O)C2CCC2)ccc1N1CCCCC1	15.6%[57.5 µM]
Clc1ccc(-n2nnc(-c3cccnc3Cl)n2)cn1	-6.7%[57.5 µM]
CC1=CC2=NC(=O)CC(C)(C(=O)N(CC(=O)NC(C)C)C3CCCC3)N2C=C1 (stereo not drawn)	-3.2%
C=CCN(CC=C)S(=O)(=O)c1ccc2nc(NC(=O)C3CCCO3)sc2c1 (stereo not drawn)	6.6%
O=C1c2ccccc2S(=O)(=O)c2cc(C(=O)N(c3ccccn3)c3ccccn3)ccc21	-0.5%

Retrieved by structure from the entries so far (three):
SMILES	ERK EGF inh
Clc1ccc(-n2nnc(-c3cccnc3Cl)n2)cn1	-6.7%[57.5 µM]
COc1ccccc1/C=C/C(=O)Nc1ccc2c(c1)CCC2	1.6%
COC(=O)[C@@]1(Cc2ccc(OC)cc2)[C@@H]2C(=CC(=O)[C@H]2CC(=O)C(=O)N2CCCC2)CN1C(=O)c1ccccc1	-5.5%&3.3%

The results go on.
SMILES	ERK EGF inh
COc1ccc(-c2nc(C#N)c(NCc3ccco3)o2)cc1	-3.3%
CCOC(=O)Cn1c(=O)cc(C)c2ccccc21	-13.7%
Cc1ccc(OCc2nc(C#N)c(N3CCCCC3)o2)cc1	12.7%[57.5 µM]
c1ccc(Nc2ncnc3ccc(-c4cccnc4)cc23)cc1	2.51µM*
O=C(/C=C\c1ccc2c(c1)OCO2)CC1(O)C(=O)Nc2ccccc21 (stereo not drawn)	-0.8%[57.5 µM]
Cc1cc(-c2n[nH]c(=S)n2Cc2ccccc2)cs1	1.5%
N#Cc1cccc(NC(=O)N2CCC3(CC2)CCN(C(=O)c2ccco2)CC3)c1	3.5%
CC1=C(C)CC(C(=O)Nc2nc(-c3ccc(C)cc3C)c(C)s2)C(C(=O)O)C1 (stereo not drawn)	5.7%
O=C(N/C(=C\c1cccc([N+](=O)[O-])c1)C(=O)N(CCO)CCO)c1ccco1	-5.0%
CCN(CC(=O)NCc1ccc(Cl)cc1)Cc1cc(=O)n2ccsc2n1	-5.4%
O=C(COc1ccc([N+](=O)[O-])cc1Cl)NCC1CCCO1 (stereo not drawn)	-2.8%[57.5 µM]
COc1ccc(N2C(=O)CC(C#N)=C2N)cc1	7.5%
Oc1c(C(c2ccccn2)N2CCC(Cc3ccccc3)CC2)cc(Cl)c2cccnc12 (stereo not drawn)	4.4%
CN1CCC(N(C)C(=S)Nc2ccc(F)cc2)CC1	0.3%
C[C@@H]1C=C(C(=O)N2CCN(Cc3ccccc3)CC2)O[C@H](OCc2ccc(CO)cc2)C1	-6.8%[57.5 µM]
NS(=O)(=O)c1ccc(CCNC(=O)c2cccc([N+](=O)[O-])c2)cc1	3.4%
CC12CN3CC(C)(CN(C1)C3c1ccccc1F)C2 (stereo not drawn)	-0.5%[57.5 µM]
N#Cc1c(F)cccc1N1CCC(C#N)CC1	-3.3%[57.5 µM]
Cc1c(Cl)cccc1NC(=O)Nc1cc(C(C)(C)C)nn1C	3.0%[57.5 µM]
Cc1ccc(NC(=O)CSc2nnc(Cc3ccccc3)o2)c(C)c1	-1.9%
Cc1ccc(Cl)cc1NC(=S)N(Cc1ccco1)C(C)c1cccs1 (stereo not drawn)	-3.5%
Cc1cc(C(=O)Nc2nc(C)c(C(=O)N(C)C)s2)ccc1[N+](=O)[O-]	6.0%
CCc1ccc(NC(=O)C(C)OC(=O)c2cccc(S(=O)(=O)N3CCc4ccccc4C3)c2)cc1 (stereo not drawn)	5.1%
O=C(O)c1ccc(S(=O)(=O)Nc2ccc(O)c(Sc3nc4ccccc4s3)c2)cc1	0.4%

In the list so far, these contain a CF3 group:
SMILES	ERK EGF inh
O=C(NCCCCc1ccccc1)C1CC(c2ccc(C(F)(F)F)cc2)=NO1 (stereo not drawn)	-2.0%[57.5 µM]
CC(C)(C)NNC(=S)Nc1cccc(C(F)(F)F)c1	-7.9%[57.5 µM]

Next part:
SMILES	ERK EGF inh
Cc1ccc2ncnc(Nc3cccc(C(=O)O)c3)c2c1	-3.3%[57.5 µM]
CN(C)S(=O)(=O)c1ccc(N2CCCC2)c(C(=O)Nc2nc(-c3ccc(F)cc3)cs2)c1	-2.8%
Cc1[nH]c2ccccc2c1-c1csc(NC(=O)CN2CCOCC2)n1	-2.7%
O=C(NC12CC3CC(CC(C3)C1)C2)c1ccc(-c2ccc(Cl)cc2)o1	10.4%
O=C(N/N=C/c1ccc(Cl)cc1)c1nc2ccc([N+](=O)[O-])cc2c(=O)[nH]1	-21.5%
Cc1ccccc1Cc1n[nH]c(=S)n1N	4.3%
CN(Cc1cccs1)C(=O)Cn1cnc2cc([N+](=O)[O-])ccc2c1=O	4.0%[57.5 µM]
N=C1S/C(=C\c2ccccc2F)C(=O)N1c1ccc(F)cc1	7.0%
COc1ccc(N/C=C/C(=O)C(F)(F)F)cc1	1.7%
O=C(O)c1ccc(COc2ccc3ccccc3c2)o1	-1.4%[57.5 µM]
COC(=O)c1cc(NC(=O)C2(S(=O)(=O)c3ccc(Cl)cc3)CC2)cc(C(=O)OC)c1	16.0%

An excerpt (hit frequency here may not be typical).
